F-actin modifier = cytoskeleton assembly modification; HUVEC TNFa F-actin phalloidin imaging, high content; actives 0.18% (n = 91,000); inhibition, % at 2 µM; AID 836;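 active = inhibition above the batch mean plus 3 SD and confirmed as a hit by visual image inspection, cut at about 30% in these data, passing the limit was not always enough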; also: strong numbers were not always called active
sEH inh = soluble epoxide hydrolase (human) inhibition; P34913; recombinant human sEH enzymatic activity assay; inhibition, % at 2 µM; actives 0.34% (n = 91,000); AID 707; in the data active = inhibition above about 80%; also: values of inactives mirror those of a sister screen read the other way; many of its hits are not listed in these tables
Target sequence (P34913 whole entry, looked up): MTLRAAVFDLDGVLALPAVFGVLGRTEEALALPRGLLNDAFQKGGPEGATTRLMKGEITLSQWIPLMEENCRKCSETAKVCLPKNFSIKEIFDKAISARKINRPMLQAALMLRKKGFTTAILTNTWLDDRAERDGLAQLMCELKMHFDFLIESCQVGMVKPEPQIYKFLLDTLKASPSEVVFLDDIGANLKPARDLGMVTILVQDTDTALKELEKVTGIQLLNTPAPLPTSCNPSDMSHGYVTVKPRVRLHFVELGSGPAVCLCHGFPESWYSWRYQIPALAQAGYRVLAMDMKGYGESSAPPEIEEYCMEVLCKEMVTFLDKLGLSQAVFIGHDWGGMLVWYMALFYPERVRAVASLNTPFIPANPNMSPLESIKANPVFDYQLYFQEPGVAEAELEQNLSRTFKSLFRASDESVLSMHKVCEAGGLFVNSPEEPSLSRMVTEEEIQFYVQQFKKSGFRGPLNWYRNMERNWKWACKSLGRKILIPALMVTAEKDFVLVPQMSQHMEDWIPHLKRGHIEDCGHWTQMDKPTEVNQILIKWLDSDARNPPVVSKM
Calb biofilm kill = kills Candida albicans biofilms | C. albicans biofilm + clotrimazole, Alamar Blue | inhibition, % at 6 µM | actives 0.14% (n = 85,000);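 active = inhibition above 20%; inactive = inhibition below 20%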;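 also: preformed 24 hr biofilms exposed to compound for 48 hr; 0% = biofilm without compound and 100% = blank killed by clotrimazole plus chlorhexidine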
Smad3 FoxH1 inh = Smad3 (human) transcription factor binding inhibition; actives 0.29% (n = 88,000); inhibition, % at 25 µM; TR-FRET Smad3/Dy647-FoxH1 peptide binding, europium anti-His;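 active = compounds that reduce the energy-transfer binding signal between the protein and its labelled peptide by more than half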;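 also: 0% = Smad3 plus labelled peptide maximal FRET and 100% = peptide-only background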
sEH activator = increases human soluble epoxide hydrolase activity; P34913; purified human sEH enzymatic activity, activator screen; activation, % at 2 µM; actives 0.04% (n = 91,000); AID 717; in the data active = activation above about 37%; also: values of inactives mirror those of a sister screen read the other way
ERb SRC1 inh = blocks coactivator binding to human estrogen receptor beta | actives 1.3% (n = 86,000) | Q92731 | inhibition, % at 25.6 µM | TR-FRET ER-beta LBD / SRC1-Cy5 peptide binding; receptor agonist-loaded with 1 µM estradiol;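 active = compounds whose percent inhibition of the receptor-coactivator binding signal exceeds about 50% in the single-dose screen, limit read from the data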;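 also: 0% = receptor plus peptide wells without compound and 100% = peptide-only wells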
IL1B cytotox = HUVEC cytotoxicity counter-screen, IL-1B stimulated. HUVEC cell count loss, Hoechst imaging. cell count reduction, % at 2 µM. actives 0.41% (n = 94,000). AID 845;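 active = cell count reduction more than 3 SD above the screen-wide mean, cut at about 70% in these data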;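 also: normalized per plate to untreated control cells as the no-loss baseline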
VCAM1 TNFa inh = reduces TNF alpha induced VCAM1 expression in HUVEC. HUVEC TNFa-induced VCAM-1 immunofluorescence, high-content imaging. inhibition, % at 2 µM. actives 0.48% (n = 95,000);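 active = inhibition above the batch mean plus 3 SD, with images confirmed as a hit by eye, cut at about 37% in these data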;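 also: 0% = TNF-stimulated DMSO wells and 100% = unstimulated control wells; not every result past the cut was called active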
TNFa cytotox = toxic to HUVEC cells under TNF alpha stimulation; HUVEC TNFalpha-stimulated, Hoechst cell count, imaging; cell count reduction, % at 2 µM; actives 0.17% (n = 93,000); AID 848;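 active = cell count reduction exceeding the screen mean by over 5 SD, scaled to untreated wells per plate, cut at about 78% in these data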;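 also: cells counted after 24 h of TNF alpha exposure following the 1 h pretreatment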
An asterisk follows results filed as active; · = no result given; [ ] = another dose, or the depositor's remark. The list is partial; count on the stated rates, not on these rows.

The line under a structure holds: F-actin modifier	sEH inh	Calb biofilm kill	Smad3 FoxH1 inh	sEH activator	ERb SRC1 inh	IL1B cytotox	VCAM1 TNFa inh	TNFa cytotox
CN(CCCCCCCCC(=O)/C=N/O)Cc1ccccc1
→ -5	-3	6	-6	6	-9	-4	17	-15
C(=N\c1nc2ccccc2n1CCN1CCOCC1)/c1cccs1
→ 1	-25	5	6	23	1[fluorescence artefact?]	8	-13	-18
Cn1c(=O)c2c(nc(CN3CCN(C(=O)c4ccco4)CC3)n2CCc2ccccc2)n(C)c1=O
→ -9	·	10	3	·	-10[fluorescence artefact?]	0	9	-23
Cc1ccc2oc(-c3cccc(NC(=S)NC(=O)/C=C/c4ccco4)c3)nc2c1
→ -20	8	·	·	-6	·	-58	15	-4
COc1cc(C(=O)Nc2cnc(NC(=O)C(C)C)cc2C)cc(OC)c1OC
→ ·	8	7	-2	-7	52*	-6	·	·
Cc1ccc(-c2cc(C(=O)N/N=C/c3c(C)nn(C)c3C)c3ccccc3n2)cc1C
→ -9	-12	·	·	14	·	1	-20	1
Cc1cccc(N2CCN(S(C)(=O)=O)CC2)c1C
→ -18	8	5	8	-6	5	-16	13	-10
O=C(CSc1nnc2scc(-c3ccccc3)n12)Nc1nsc(-c2ccccc2)n1
→ -2	-8	4	-142[fluorescence artefact?]	12	9[fluorescence artefact?]	-1	15	-4
Cn1c(=O)c2nc(Cl)n(Cc3ccc(Cl)cc3Cl)c2n(C)c1=O
→ 3	-5	2	3	4	-5	-18	-5	1
COc1ccccc1-n1c(CNC(=O)c2ccco2)nnc1SCC(=O)Nc1cc(C)ccc1C
→ -21	13	0	12	-15	3[fluorescence artefact?]	-30	-7	-18
CC(C)[C@H](NC(=O)OCc1ccccc1)C(=O)OCC(=O)NC1CCCCC1
→ -17	23	6	12	-24	-35	-112	2	-22
Cc1cc(NC(=O)Cn2nnc3sc4c(c3c2=O)CCCC4)no1
→ -19	3	1	-3	-2	0[fluorescence artefact?]	15	6	-38
O=C(Cc1ccccc1)Nc1c(C(=O)N2CCOCC2)cnn1-c1ccccc1
→ 8	-1	2	-1	1	6[fluorescence artefact?]	-6	0	-23
O=C(CN1C(=O)NC2(CCCC2)C1=O)Nc1ccccc1F
→ -33	-9	·	·	9	·	8	-1	0
Cc1c(OCc2nn[nH]n2)ccc2c3c(c(=O)oc12)CCCC3
→ 24	-1	4	3	0	-10	-11	10	-38
Cc1cccc(N2CCN(S(=O)(=O)c3ccc4c(c3)CCN4C(=O)CCC(=O)O)CC2)c1C
→ -35	-2	9	4	-1	-7	-25	22	-6
O=C1c2ccccc2C(=O)N1CCCC(=O)N1CCCc2ccccc21
→ ·	-4	6	2	2	-2	-6	·	·
COc1cc(OC)cc(-c2nnc(SCC(=O)N3c4ccccc4Sc4ccccc43)o2)c1
→ -16	-5	6	7	4	1[fluorescence artefact?]	6	-6	-9
CCN(CC)CCOC(=O)c1c(C)oc2ccc(O)cc12
→ -15	0	3	-10	-4	6	-1	13	5
O=C(CC1(O)C(=O)N(Cc2ccccc2)c2ccccc21)c1ccncc1 (stereo unspecified)
→ -6	-4	6	4	4	5	12	11	8
CC(C)n1cnc2cc(NCc3ccccn3)ccc21
→ 13	7	-4	17	-5	6	-16	-6	15
O=C(CCC(=O)N1CCN(C2CCCC2)CC1)Nc1nnc(C(F)(F)F)s1
→ 14	4	·	·	-7	·	-6	4	-24
O=C1C(Cl)=C(Nc2ccccc2O)C(=O)N1c1ccccc1
→ 20	11	3	6	-9	23[fluorescence artefact?]	-5	-16	-16
CCCc1nc(N)sc1C(=O)OCC
→ 2	4	·	·	-1	·	-80	-10	-14
CC(C)C(=O)Nc1ccccc1N1CCN(S(C)(=O)=O)CC1
→ 15	-6	-2	5	4	5	13	0	-35
Cc1cc(N2CCCCC2)n2ncc(-c3ccccc3)c2n1
→ -5	-2	-4	-12	3	-1[fluorescence artefact?]	-26	-26	-44
CCn1c(/C=N/c2nc3ccccc3n2C)nc2ccccc21
→ 12	0	3	2	3	3	12	1	-16
O=C(CCN1C(=O)c2ccncc2C1=O)Nc1ccc(F)cc1
→ 17	-10	7	20	10	-1	-6	15	-6
CCCCCCCCCn1c2c(c(=N)c3c1CCC3)CCC2
→ -16	-9	-2	-6	13	-2	0	9	-13
CCOC(=O)C1=C(N)Oc2cc(C)n(CCc3ccc(OC)c(OC)c3)c(=O)c2C1c1cccnc1 (stereo unspecified)
→ -2	-9	11	-9	11	3	-104	8	-31
COc1cc(C(=O)NCC(c2cccnc2)N2CCN(c3ccccc3)CC2)cc(OC)c1OC (stereo unspecified)
→ -7	0	12	4	0	2	-15	-1	-2
CN1CCN(C(=O)c2ccc(N(Cc3ccccc3Cl)S(C)(=O)=O)cc2)CC1
→ 32	4	3	-1	0	9	10	13	-30
CN1CCCCc2c1[nH]c1ccccc1c2=O
→ 19	-9	7	0	10	-3	-27	86*	-47
Cc1ccc(OCC(=O)n2nc(C)cc2C)c(C)c1
→ 4	-5	6	7	4	-5	3	20	10
CCOCC(=O)Nc1nnc(Cc2ccc(OC)c(OC)c2)s1
→ 10	-7	2	-7	6	-8[fluorescence artefact?]	6	0	-10
O=C(Nc1ccccc1Cl)N1CCN(c2ncccn2)CC1
→ 2	-8	9	2	7	9	16	-3	-7
COc1cccc(-c2cc(C(=O)Nc3c(C)nn(Cc4ccccc4)c3C)no2)c1
→ ·	-12	1	-3	10	-2	-8	·	·
Cn1c(NN)nc2sc3c(c2c1=O)CC(C)(C)OC3
→ -5	23	9	3	-22	-12	-36	-16	-45
CN1CCN(c2ccc(NC(=O)COc3ccc(Cl)cc3Cl)cc2)CC1
→ 0	54	6	-6	-53	7[fluorescence artefact?]	-25	-3	-14
Cn1c2c(c(=O)n(C)c1=O)CN(Cc1ccco1)CN2
→ -4	1	9	4[fluorescence artefact?]	-2	6	-31	2	-13
CCOC(=O)COc1ccc2nsnc2c1
→ -2	·	4	-1	·	11	-20	9	-24
Cc1c(C(=O)NCc2cccnc2)oc2c1C(=O)CC(C)(C)C2
→ 0	10	2	2	-10	-5	-30	28	-6
Cn1cc(C(=O)Nc2ccc(F)c(F)c2)cn1
→ -18	-10	·	·	13	·	19	20	-17
CCOc1ccc(CCNC(=O)Cn2c(=O)oc3ccccc32)cc1OCC
→ -5	-14	·	·	13	·	4	0	16
COc1ccc(CN2CCN(C(=O)c3cccs3)CC2)c(OC)c1OC
→ -15	0	-1	-5	1	-1[fluorescence artefact?]	3	3	-33
CCCn1c(=O)c(C(=O)NCc2ccccn2)c(O)c2ccccc21
→ -7	-14	4	5[fluorescence artefact?]	15	13	85*	8	-1
Cc1cc(C)cc(OCC(=O)Nc2ccc(F)cc2)c1
→ -9	5	12	0	-6	-9	84*	4	-8
COc1ccc(CC(=O)Nc2nc3ccc(F)cc3s2)cc1S(=O)(=O)N1CCOCC1
→ -5	-1	-2	-7	4	-9	28	3	24
CCOc1ccccc1N1CCN(C(=O)C2c3ccccc3Oc3ccccc32)CC1
→ 22	9	-5	-6	-6	1	28	-1	-2
O=C(Oc1oc(-c2ccco2)nc1C=Nc1ccc(Cl)cc1)c1ccco1
→ -8	-7	·	·	8	·	-8	8	1
Cc1ccc(SC/C(O)=C(\C#N)c2nc3ccccc3n2C)cc1
→ 36	5	1	16[fluorescence artefact?]	-6	6	12	3	-12
CCCCNC(=O)COC(=O)c1ccc(Cl)c(S(N)(=O)=O)c1
→ 7	-9	-2	-10	8	-4	18	4	-17
O=C1NCCN1C(=O)C12CC3CC(CC(C3)C1)C2
→ ·	28	4	-4	-27	-5	-76	19	-17
O=C(COc1ccccc1)NCCn1ccc2ccccc21
→ 4	3	0	4	1	-14	-1	1	-6
CC(C)CC(=O)NCCNC(=O)c1cc(OCC(F)(F)F)ccc1OCC(F)(F)F
→ 0	-11	7	2	12	-5	11	-2	-11
CC(C)CC(=O)NS(=O)(=O)c1ccc(N)cc1
→ -1	-6	6	-3	6	6	-24	1	-31
O=C(CCSCCc1ccccn1)Nc1ccc(Br)cn1
→ 13	29	-1	8	-29	0	14	-5	0
COc1cccc(NC(=O)N2CCOCC2)c1
→ -2	-7	8	-2	7	-2	-13	4	-10

Compounds above with an aryl methoxy group, in the order listed:
The line under a structure holds: F-actin modifier	sEH inh	Calb biofilm kill	Smad3 FoxH1 inh	sEH activator	ERb SRC1 inh	IL1B cytotox	VCAM1 TNFa inh	TNFa cytotox
COc1cc(C(=O)Nc2cnc(NC(=O)C(C)C)cc2C)cc(OC)c1OC
→ ·	8	7	-2	-7	52*	-6	·	·
COc1ccccc1-n1c(CNC(=O)c2ccco2)nnc1SCC(=O)Nc1cc(C)ccc1C
→ -21	13	0	12	-15	3[fluorescence artefact?]	-30	-7	-18
COc1cc(OC)cc(-c2nnc(SCC(=O)N3c4ccccc4Sc4ccccc43)o2)c1
→ -16	-5	6	7	4	1[fluorescence artefact?]	6	-6	-9
CCOC(=O)C1=C(N)Oc2cc(C)n(CCc3ccc(OC)c(OC)c3)c(=O)c2C1c1cccnc1 (stereo unspecified)
→ -2	-9	11	-9	11	3	-104	8	-31
COc1cc(C(=O)NCC(c2cccnc2)N2CCN(c3ccccc3)CC2)cc(OC)c1OC (stereo unspecified)
→ -7	0	12	4	0	2	-15	-1	-2
CCOCC(=O)Nc1nnc(Cc2ccc(OC)c(OC)c2)s1
→ 10	-7	2	-7	6	-8[fluorescence artefact?]	6	0	-10
COc1cccc(-c2cc(C(=O)Nc3c(C)nn(Cc4ccccc4)c3C)no2)c1
→ ·	-12	1	-3	10	-2	-8	·	·
COc1ccc(CN2CCN(C(=O)c3cccs3)CC2)c(OC)c1OC
→ -15	0	-1	-5	1	-1[fluorescence artefact?]	3	3	-33
COc1ccc(CC(=O)Nc2nc3ccc(F)cc3s2)cc1S(=O)(=O)N1CCOCC1
→ -5	-1	-2	-7	4	-9	28	3	24
COc1cccc(NC(=O)N2CCOCC2)c1
→ -2	-7	8	-2	7	-2	-13	4	-10

Screening data as filed in PubChem.
